Screening data as filed in PubChem.
PMI inhibitors = inhibitors of human PMI, primary screen, biochemical, fluorescence intensity, coupled assay (AID 1209); purified PMI enzyme, coupled fluorescence intensity; higher % means a stronger effect; inhibition, % at 20 µM; hits with a dose series show IC50 in µM; 190,000 tested, 0.42% active;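 further: plate controls were DMSO vehicle for no effect and wells lacking substrate for full effect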
TNAP activation fold = human TNAP enzyme activators, primary screen, biochemical, luminescent, no phosphate acceptor, uHTS (AID 1001). 200,000 tested, 0.03% active. purified TNAP, luminescent activation assay, no phosphate acceptor; higher activation fold means a stronger effect. activation fold at 20 µM, or EC50 in µM where a hit was titrated; in the data active means activation fold from about 3, or a potency from the dose series; inactive means the rest, 99 in 100 with activation fold below about 1.6; further: many of its hits are not listed in these tables
Myeloid diff 2 = induction of myeloid progenitor differentiation, primary screen, cell-based, flow cytometry, MLPCN library. calls only at 10 µM. 360,000 tested, 1% active. AID 624256, 2012. ER-HoxA9 myeloid progenitors, lysozyme-GFP differentiation;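 active means normalized GFP-positive differentiation at or above the plate's own cutoff, the solvent-only control mean plus 3 SD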;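 further: cells exposed to compound for four days before flow analysis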
WT yeast gro inh = growth inhibition of WT strain, primary screen, mitochondrial fusion inhibitor project, WT and mutant strains, chemical genetic. 190,000 tested, 2.1% active. mitochondrial fusion phenotypic screen. inhibition, % at 10 µM. AID 1362, 2008; in the data active means inhibition above about 58%; tested in S. cerevisiae
PMI inhibition = human PMI inhibitors, high substrate, primary screen, biochemical, fluorescence intensity, high mannose 6-phosphate (AID 1220). Mannose-6-phosphate isomerase (Homo sapiens). recombinant PMI enzyme, coupled fluorescence intensity; higher % means a stronger effect. one-dose inhibition, % at 20 µM; IC50 in µM for titrated hits. 190,000 tested, 0.66% active
ER stress rescue = rescue of cells from ER stress-induced death, primary screen, 384-well, CSM14.1, thapsigargin, ATP luminescence (AID 1222); CSM14.1 thapsigargin-induced death rescue, ATP luminescence; higher % means a stronger effect; cellular ATP content (survival), % at 20 µM; hits with a dose series show EC50 in µM; 190,000 tested, under 10 active;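 active means EC50 below 50 µM in the dose-response confirmation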;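 further: death triggered by thapsigargin at about 15 µM added after 2 h compound pretreatment; cell ATP read after overnight thapsigargin exposure of roughly 18 to 22 hours; normalized against plate controls of thapsigargin alone and 5% DMSO vehicle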
M1AAP inhibition = P. falciparum M1AAP inhibitors, biochemical, fluorogenic H-Leu-NHMec substrate, 1536-well (AID 1445) | 220,000 tested, 0.42% active | recombinant M1AAP, H-Leu-NHMec fluorogenic kinetic assay; higher % means a stronger effect | Aminopeptidase N (Plasmodium falciparum (isolate 3D7)) | inhibition, % at 30 µM, or IC50 in µM where a hit was titrated;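 active means primary inhibition above the hit cutoff, then over 50% inhibition at one or more dose response concentrations, cut at about 23% in these data, passing the limit was not always enough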;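 further: plate controls were DMSO full reaction for no effect and no enzyme background for full effect; strong numbers were not always called active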
K1F lysis inhibition = inhibition of K1F phage lysis, E. coli UTI89, bacterial capsule biogenesis inhibitors, alamar blue (AID 488966) | inhibition, % at 100 µM; hits with a dose series show IC50 in µM | E. coli UTI89 K1F phage lysis, alamar blue, 2 h; higher % means a stronger effect | 340,000 tested, 0.02% active;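 active means phage lysis inhibition, versus mean bacterial control, above a set limit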;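 further: capsule biogenesis inhibitors block K1F phage lysis so surviving cells raise fluorescence; higher fluorescence means more inhibition of phage lysis; actives were called in the ten point dose series up to 300 µM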
Hep lipid drop = inhibitors of hepatocyte lipid droplet formation, primary screen, imaging, high-throughput imaging, BODIPY stain | 240,000 tested, 0.4% active | AID 1656, 2009 | AML12 mouse hepatocytes, oleate lipid droplets | inhibition, % at 6.5 µM;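 active means lipid droplet intensity inhibited by at least 50%, with more than 500 cells counted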
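Test system: AML12 hepatocytes (mouse); reagent: oleate loading, 100 µM; dosing: one dose, 6.5 µM compound; incubation: overnight exposure; signal: fluorescence imaging, 20x objective, two fields per well; read-out basis: % inhibition of corrected integrated BODIPY droplet signal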
WT yeast gro inh mutant strain = further read-out of WT yeast gro inh, marked with its call; inhibition, %; mitochondrial fusion phenotypic screen, mutant strain inhibition
Hep lipid drop cells 6.5 µM = also measured in Hep lipid drop; calls as there; cell count; measured here: cell count, cytotoxicity flag;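 cells counted across two imaged fields per well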
Myeloid diff 2 GFP+ MAC1+ % = recorded beside Myeloid diff 2, whose call it bears; GFP+ MAC1+ double positive, %; measured here: differentiation confirmed by MAC1 staining
* = called active by the depositor; i = inactive; . = not tested or not shown; + = active, no number; [ ] = dose if it differs, or a comment. Unless noted, no stated cut-off is given here; in the data, active means inhibition above about 50%; inactive means the rest.

Screens in order – K1F lysis inhibition | Myeloid diff 2 GFP+ MAC1+ % | PMI inhibition | WT yeast gro inh mutant strain | PMI inhibitors | WT yeast gro inh | M1AAP inhibition | Hep lipid drop cells 6.5 µM | ER stress rescue | Myeloid diff 2 | TNAP activation fold | Hep lipid drop
1	Cc1ccc(N2C(=O)c3n[nH]c(C)c3C2c2cccnc2)cc1 (stereo unspecified)
    -0.2% | 1.4 | 0% | -10 | -1% | -22 | 2% | . | 4.8% | i | 1.1 | .
2	Nc1cc(S(=O)(=O)c2ccc(O)c(N)c2)ccc1O
    -0.2%[50 µM] | 0.3 | . | . | . | . | 5% | 684 | . | i | . | 0
3	COc1ccc(NC(=O)/C(C#N)=C/c2ccc(Br)o2)cc1
    0.9% | 3.2 | -3% | 15 | -1% | 12 | 1% | 640 | -1.0% | i | 1 | 5
4	COC(=O)c1c(NC(=O)CSc2nc(-c3ccco3)cc(C(F)(F)F)n2)sc2c1CCCC2
    1.6% | 12 | 9% | -13 | 16% | -20 | -5% | 757 | 2.2% | i | 1.1 | -2
5	COCc1nnc(SCC(=O)NC(C)c2ccccc2)n1-c1ccccc1 (stereo unspecified)
    2.4% | 0.8 | 2% | -17 | 4% | -2 | 18% | 655 | -0.6% | i | 1.2 | -3
6	Cc1cc(-c2nnc3sc(-c4ccc(Cl)cc4Cl)nn23)n[nH]1
    0.3% | 0.1 | -10% | 14 | 1% | 8 | 2% | . | 0.3% | i | 1 | .
7	COc1ccc(-c2nc3n(c2C)Cc2ccccc2-3)cc1
    -1.3% | 0.2 | . | . | . | . | 2% | 709 | . | i | . | -2
8	CN1CCN(C(=O)c2ccccc2-c2ccccc2C(=O)O)CC1
    3.2% | 5.9 | -17% | 14 | -8% | 15 | 5% | . | -1.1% | i | 1.1 | .
9	COc1ccc(N2CCN(C(=O)C3CCCN(S(=O)(=O)c4c(C)noc4C)C3)CC2)cc1 (stereo unspecified)
    0.6%[50 µM] | 0.7 | . | . | . | . | 1% | 780 | . | i | . | -9
10	Nc1nc(CSCCO)nc(Nc2ccc(F)cc2)n1
    0.2% | 1.8 | 16% | 3 | 17% | -6 | 0% | 705 | -0.3% | i | 1 | 7
11	OCC1(CCCc2ccccc2)CCN(Cc2ccc(F)cc2)CC1
    0.2% | 0.2 | . | 33 | . | 21 | 1% | 457 | -1.3% | i | 1 | -6
12	Cc1cc(C)c2nc(SCC(=O)NNC(=O)c3ccco3)c(C)cc2c1
    -1.0% | 0.3 | 11% | -11 | 6% | -14 | 5% | 727 | -0.8% | i | 1 | 6
13	CCC(C)NC(=O)CSc1nc2ccccc2c(=O)n1CCCC(=O)NCC1CCCO1 (stereo unspecified)
    0.1% | 1.5 | -4% | 4 | -10% | -2 | 1% | . | -0.8% | i | 1 | .
14	COc1ccc(-c2nc(CS(=O)CC(=O)NCCCN3CCCC3)c(C)o2)cc1OC (stereo unspecified)
    -0.2% | 0.9 | 1% | -3 | 3% | -19 | 10% | . | -1.1% | i | 1.1 | .
15	O=C(Cn1nc(C(F)(F)F)c2c1CCC2)N1CCN(c2ccccc2)CC1
    1.0% | 2.9 | 10% | -11 | 8% | -1 | -2% | . | 1.0% | i | 1.1 | .
16	CC1(C)CC(=O)C2=C(C1)c1c(ccc3ccccc13)NC2c1ccc(Br)o1 (stereo unspecified)
    3.5% | 1.6 | 6% | 13 | 13% | 55 | 7% | 752 | 4.5% | i | 1.1 | 4
17	COCCNC(=O)COC(=O)c1[nH]c(C)c(C(C)=O)c1C
    2.7%[50 µM] | 0.7 | -8% | -11 | -5% | 4 | -8% | 735 | -4.1% | i | 1.1 | -10
18	CCn1cc(C(=O)NCCCOC)c(=O)c2cc(S(=O)(=O)N(C)C3CCCCC3)ccc21
    6.9% | 1.8 | 11% | -4 | 16% | 1 | 11% | 610 | . | i | 1.2 | -8
19	Clc1ccc(Nc2nc(-c3cccs3)cs2)nc1
    0.2% | 5.5 | 8% | 69* | 12% | 79* | 1% | 746 | -2.3% | i | 1.1 | -2
20	CCc1ccc(OCC(=O)N/N=C(\C)c2ccc(O)cc2O)cc1
    i | . | -15% | 10 | -1% | 0 | 8% | 653 | 0.7% | + | 1 | 4
21	O=C(NCc1ccco1)/C(=C\C=C\c1ccccc1)NC(=O)c1ccco1
    0.2%[50 µM] | 0.2 | . | . | . | . | 12% | 708 | . | i | . | -4
22	Cc1ccc(-n2c(SCC(=O)N3CC(=O)Nc4ccccc43)nc3ccccc3c2=O)cc1
    0.2% | 0.9 | 17% | 0 | 26% | 10 | 0% | 594 | 0.3% | i | 1.1 | -46
23	CNC(=O)C(=O)NCC1OCCCN1S(=O)(=O)c1cccs1 (stereo unspecified)
    1.9% | 0.3 | 3% | -6 | -2% | -10 | 4% | 623 | 0.2% | i | 1.1 | 7
24	OCCN(CC(O)Cn1ccc2ccccc21)CC(O)Cn1ccc2ccccc21 (stereo unspecified)
    0.3% | 0.7 | -10% | 14 | -8% | 4 | 8% | . | -0.8% | i | 1 | .
25	COc1ccc(CCNC(=O)c2ccc(Cl)cc2Cl)cc1OC
    0.1% | 2.2 | 11% | -19 | 8% | 2 | 1% | 618 | -0.6% | i | 1.1 | -23
26	N#Cc1c(C(F)(F)F)cc(-c2ccco2)nc1SCc1ccncc1
    3.5% | 1.6* | -39% | -10 | -10% | 21 | 2% | . | -1.6% | + | 1 | .
27	Cc1ccc(/C(O)=C2\C(=O)C(=O)N(CC(C)O)C2c2cccc(F)c2)cc1 (stereo unspecified)
    0.1% | 1.1 | -2% | -18 | 0% | -6 | 3% | 689 | -2.9% | i | 1.1 | 17
28	CCC(=O)c1c(NC)cc(C)oc1=O
    0.1% | 0.8 | -5% | 6 | 0% | 5 | 2% | 721 | -0.7% | i | 1.1 | 10
29	CCOC(=O)N1CCN(Cc2nc(N)nc(Nc3ccc(C)cc3C)n2)CC1
    0.7% | 0.2 | -2% | 3 | -3% | -8 | -3% | 673 | 1.5% | i | 1 | 3
30	CC(C)CCNC(=O)C1CCCCN1S(=O)(=O)c1ccc(F)cc1 (stereo unspecified)
    0.0%[50 µM] | 0.5 | -6% | -10 | -2% | 2 | 3% | 739 | -1.9% | i | 1.1 | -8
31	Cc1ccc(O)c(Sc2cc(C)ccc2O)c1
    -0.7% | 1.6 | 11% | 8 | 13% | 14 | -3% | 774 | -2.3% | i | 1 | 8
32	COC(=O)CCC(=O)OC1(C)C(=O)C=C2C=C(C3CC3)N(CC3CC3)C=C2C1=O (stereo unspecified)
    1.3% | 0.2 | . | . | . | . | -7% | 797 | . | i | . | 23
33	CCc1nnc(/N=C/c2c(O)n(-c3ccc(Cl)cn3)c(=O)c3ccccc23)s1
    1.4%[50 µM] | 0.3 | -23% | -25 | -28% | -14 | 5% | 660 | -2.5% | i | 0.9 | -5
34	COCCN(Cc1cc2cccc(C)c2n2nnnc12)C(=O)C(F)(F)F
    1.9% | 6.8 | -26% | -16 | -9% | 11 | -2% | . | -2.9% | i | 1 | .
35	CC1Cc2nc(SCC(=O)c3ccccc3)n(Cc3ccccc3)c(=O)c2S1 (stereo unspecified)
    -0.7% | 7.7* | 2% | -2 | 8% | -2 | 5% | 632 | -1.2% | + | 1.1 | -2
36	CC1CCN(C(=O)C2CCCCN2S(=O)(=O)c2cccc([N+](=O)[O-])c2)CC1 (stereo unspecified)
    2.0% | 0.3 | -1% | 18 | 1% | 16 | 0% | 701 | -0.4% | i | 1 | -1
37	CC(=O)c1c(N2CCN(Cc3ccccc3)CC2)[nH]c(-c2ccccc2)nc1=S
    0.3% | 1.3 | 6% | 6 | 8% | 40 | 4% | . | 1.9% | i | 1.1 | .
38	CCSc1nnc(-c2ccc(C)cc2)c2ccccc12
    9.4% | 0.4 | -3% | 12 | -13% | 8 | 9% | 569 | 5.2% | i | 1.1 | 2
39	O=C1C2(CCC13COC(c1ccc(O)cc1)OC3)COC(c1ccc(O)cc1)OC2 (stereo unspecified)
    2.7% | 0.7 | -1% | 3 | 0% | -8 | 5% | . | -4.0% | i | 1.1 | .
40	O=C(c1cccc(C(F)(F)F)c1)N1CCOC12CCN(c1ncc(C(F)(F)F)cc1Cl)CC2
    0.2% | 0.9 | 8% | 9 | 15% | 2 | 4% | 742 | 1.4% | i | 1.1 | -2
41	CCOC(=O)c1c(N)sc(C(=O)N2CCCCC2)c1C
    -0.1% | 0.9 | -4% | 0 | -6% | -18 | 7% | 699 | -0.9% | i | 1.1 | -7
